Assay outcomes as filed in PubChem BioAssay.
12-LOX inh: inhibitors of human 12S-lipoxygenase ALOX12; purified 12hLO, xylenol orange hydroperoxide absorbance; Potency, µM (titrated, usually from 108 µM), for the others: at the top dose activity change, negative = inhibition, actives largely listed as inhibitors; 580,000 compounds, 1.1% hits; AID 1671190; active means well fitted inhibition curve with a large enough effect; inconclusive means small, poorly fitted or top-dose-only effect, or another doubt; inactive means no such curve, though single readings can be large or run the other way
Target sequence (P18054 whole entry, looked up): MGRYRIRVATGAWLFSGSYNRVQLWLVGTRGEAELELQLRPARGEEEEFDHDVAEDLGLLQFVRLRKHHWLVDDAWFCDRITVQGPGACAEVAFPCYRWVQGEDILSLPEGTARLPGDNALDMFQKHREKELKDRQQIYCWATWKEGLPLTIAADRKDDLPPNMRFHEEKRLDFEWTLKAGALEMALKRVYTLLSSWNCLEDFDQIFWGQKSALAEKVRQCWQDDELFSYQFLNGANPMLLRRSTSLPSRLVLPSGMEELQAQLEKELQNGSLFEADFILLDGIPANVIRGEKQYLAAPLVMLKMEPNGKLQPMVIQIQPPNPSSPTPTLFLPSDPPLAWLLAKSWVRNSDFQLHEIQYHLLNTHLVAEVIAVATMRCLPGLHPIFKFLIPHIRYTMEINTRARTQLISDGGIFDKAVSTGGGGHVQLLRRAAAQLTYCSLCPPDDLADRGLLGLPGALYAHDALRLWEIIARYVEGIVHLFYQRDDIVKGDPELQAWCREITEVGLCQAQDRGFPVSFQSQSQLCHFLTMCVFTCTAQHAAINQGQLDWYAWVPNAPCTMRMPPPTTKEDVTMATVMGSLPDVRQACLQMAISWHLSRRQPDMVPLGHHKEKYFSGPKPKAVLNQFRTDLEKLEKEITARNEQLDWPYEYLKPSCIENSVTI
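Purified human 12hLO (150 nM final) in 25 mM Hepes, 0.01% Triton X-100, pH 7.0 was preincubated 15 min at room temperature with compound. Then 40 uM arachidonic acid was added, 30 min. Hydroperoxide was read by Fe-XO absorbance ratio 573/405 nm.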
Numbers without * were called inactive; ? = inconclusive; [ ] = remark or other dose. On the % scale 0 is the no-effect control and ±100 the full control effect; potency means the concentration at half of the fitted maximal effect.

SMILES	12-LOX inh
CC(C)NC(=O)c1csc(-c2cccc(OC(C)C)c2)n1	16%
Cc1ccc(C)c(CCNC(=O)[C@H]2CNC[C@H](C(=O)N3CCOCC3)C2)c1	21%
O=C(Nc1ccc(-c2nnc3n2CCCC3)cc1)Nc1cccc(Cl)c1	4%
CC(=O)NC[C@H]1Cn2c(-c3ccc4c(c3)OCCO4)cnc2CO1	28%[176 µM]
CCOC(=O)C(C(=O)OCC)C(NC(C)=O)C(Cl)(Cl)Cl (centres undefined)	2%
O=CNNC(=S)NCc1ccccc1	-19%
O=C(NCC1(c2ccccc2)CC1)c1n[nH]c(=O)c2ccccc12	?
O=C(CN1CCOCC1)N1C[C@@H](COCC2CC2)[C@H](c2ccccn2)C1	41%
COc1ccc(C2(C(=O)N3CCCC(C(=O)NCc4ccccc4)CCNC(=O)CC3)CC2)cc1 (centres undefined)	2%
COc1ccc(-n2ccnc2SCC(=O)Nc2nc(C)cs2)c(OC)c1	1%
CN1C(=O)C(CC(=O)NCCCN2CCc3ccccc3C2)=C2CCCCC21 (centres undefined)	155%[activator]
Clc1cccc(N2CCN(Cc3nnc(-c4ccc(Br)s4)o3)CC2)c1	-12%
COCCN1C(=O)C(=O)/C(=C(/O)c2ccc(Cl)cc2)C1c1ccc(OC)cc1 (centres undefined)	-21%
CCOC(=O)C(=O)Nc1ccccc1OC	-1%
CCNc1c(NC(=O)Cc2ccccc2)c(=O)oc2ccccc12	59%[activator]
Cc1c(C(=O)Nc2ccccc2)nnn1-c1ccc2noc(-c3ccccc3)c2c1	-15%
CCCNC(=O)N1CCCC(n2c(C)cnc2C2CC2)C1 (centres undefined)	20%
CCCCCCCCCCCC	?
Cc1ccc(NC(=O)Cn2ccn3nc(-c4ccc(F)cc4)c(CO)c3c2=O)cc1C	9%
CCOc1ccccc1OCc1nn2c(C)nnc2s1	11%
CSc1cccc(NC(=O)NC(c2ccccc2)c2nnc(-c3ccccc3Cl)o2)c1 (centres undefined)	39%
Cn1nccc1OCc1cn2c(=O)n(C)cc(-c3ccccc3F)c2n1	?
COC(=O)[C@]1(Sc2ccc(OC)cc2)CC(=O)N[C@@H]1c1ccc(OC(C)C)c(OC)c1	-24%
COc1ccccc1/C=C/C(=O)C12CC3CC(CC(C3)C1)C2	13%
CCC1(N2CCN(S(=O)(=O)c3ccccc3Cl)CC2)CCN(S(C)(=O)=O)C1 (centres undefined)	17%

In a second layout: entries from further up.
Cc1c(C(=O)Nc2ccccc2)nnn1-c1ccc2noc(-c3ccccc3)c2c1
  12-LOX inh: -15%
CCCNC(=O)N1CCCC(n2c(C)cnc2C2CC2)C1 (centres undefined)
  12-LOX inh: 20%
CCCCCCCCCCCC
  12-LOX inh: ?

More structures:
SMILES	12-LOX inh
OCC1CN(Cc2ccccc2)CC12CCN(Cc1ccccn1)CC2 (centres undefined)	108%
COc1ccc(C(=O)N2CCCC(c3nn(-c4ccc(Cl)cc4)c(=O)[nH]3)C2)cc1 (centres undefined)	?
COc1ccc(CCN2CCC(CN(C)Cc3ccc(C#CCCO)cc3)CC2)cc1	?
CCC(CC)C(=O)N1CCC(N2C(=O)C3(CCCCC3)C2c2ccncc2)CC1 (centres undefined)	38%[activator]
Cc1noc([C@@H]2CN(Cc3cccc(Cl)c3F)C[C@H]2CO)n1	28%
O=C(Nc1ccc2c(c1)C(=O)N1CCC[C@H]1C(=O)N2)c1n[nH]c2c1CCC2	58%[activator]
COc1cc(/C=C2/NC(=O)NC2=O)cc(Br)c1OCc1cccc(F)c1	-8%
CC(C)Oc1ccc2c(=O)c(-c3ccc(F)cc3)c(C(F)(F)F)oc2c1	4%
COCCN(CCOC)CCOc1cccc(C#N)c1	?
Cc1ccc(COC(=O)c2ccccc2Nc2ccccc2)cc1	20%
CCCCN1C(=O)c2ccccc2C(C(=O)Nc2nncs2)C12CCCC2 (centres undefined)	-9%
CN(C)CCNC(=O)c1nc2nc(-c3ccccc3)c(-c3ccccc3O)cc2n1C	?
O=C(NCc1cccnc1)c1ccc2c(c1)n(Cc1ccccc1)c(=O)c1ccnn12	-7%
O=C1NCCOCCN(C(=O)Cc2cccc(F)c2)[C@H]2CCC[C@@H]12	34%[activator]
Cn1c(C(C#N)(CC(=O)N2CCCCC2)CC(=O)N2CCCCC2)nc2ccccc21	70%[activator]
O=C([C@@H]1C[C@H](F)CN1S(=O)(=O)Cc1ccccc1)N1CCCCC1	47%[activator]
CCn1ccc(C(=O)NCC2Cn3cccc3C(=O)N2Cc2ccccc2)n1 (centres undefined)	24%
CC(=O)N1CCC(C2CCN(S(=O)(=O)c3cccnc3)C2)CC1 (centres undefined)	11%
O=C1COCCN1C1CCN([S+](=O)([O-])c2cccs2)CC1	3%[6.33 µM]
O=C(c1cc(-c2ccc(-c3ccccc3)cc2)nc2ccccc12)N1CCN(c2ncccn2)CC1	-1%
Cc1ccc(C2=C(O)C(=O)N(Cc3ccccc3)C2c2cccc(F)c2)cc1 (centres undefined)	?
CC(C)c1ccccc1NC(=O)CCc1ncc(-c2ccccc2F)o1	?
COc1ccccc1CNC(=O)Cc1c(C)c2ccc(OC)c(C)c2oc1=O	-17%
COc1ccc2c(=O)c(Oc3ccccc3OC)c(C)oc2c1	?
Cc1cc(C)c(C)c(S(=O)(=O)N2CCC(c3c[nH]c4c(C)cccc34)CC2)c1C	25%
Continuation:
SMILES	12-LOX inh
CC(=O)NC1(C)CCN(Cc2ccc(Nc3ccccc3)cc2)C1 (centres undefined)	-7%[176 µM]
O=C(c1ccc(Cl)nc1)N1CCCC(c2nn(-c3ccccc3)c(=O)[nH]2)C1 (centres undefined)	3%
COc1ccc(C(=O)N2CCn3c(nnc3-c3ccncc3)C2)cc1	4%[6.33 µM]
COC(=O)Cn1c(Br)nc2c1c(=O)n(C)c(=O)n2C	35%[activator]
CN1C(=O)[C@H]2CN(Cc3ccccc3Cl)C[C@H]2C1=O	5%
CCN1CCN(c2ccc(NC(=O)c3cc(OC)cc(OC)c3)cc2Cl)CC1	?
OCc1ccc(-c2cc3c(ccn3Cc3cccnc3)c(C3=CCOCC3)n2)cc1	33%[activator][176 µM]
CC(C)c1nc(CN(C)C(=O)C2CCC(=O)N(C3CCCC3)C2)cs1 (centres undefined)	51%[activator]
COc1ccc(-c2coc3cc(OC(=O)c4ccccc4)ccc3c2=O)cc1OC	-12%
Cc1cc(NC(=O)c2cc3n(n2)CC(c2ccc(Cl)cc2)OC3)ccc1F (centres undefined)	16%
O=C(c1cccs1)N1CCC(c2noc(-c3ccncc3)n2)C1 (centres undefined)	28%
COc1cc(C2CC(=O)NC(SCc3ccccc3)=C2C#N)ccc1O (centres undefined)	?
COC1CCN(c2cc(-c3ccccn3)nc3c(C)noc23)CC1	18%[176 µM]
O=C([C@@H]1Cc2nc[nH]c2CN1Cc1cccc(OC(F)(F)F)c1)N1CCOCC1	63%[activator][176 µM]
COCCNC(=O)C1CC(c2ccccc2)CN(C(=O)c2ccccc2)C1 (centres undefined)	29%
O=C(Cn1c(=O)nc2n1C(=O)N(c1ccccc1)C2)NCc1ccccc1	?
O=C(NCCN1CCOCC1)[C@H]1C[C@@H](O)[C@H](O)[C@@H]2N=C(Nc3ccc(-n4cccn4)cc3)S[C@@H]21	-7%
CC(C)CC(CNC(=O)Cc1n[nH]c(=O)c2ccccc12)N1CCOCC1 (centres undefined)	3%
CCC(=O)N1CCc2c(sc3ncnc(N)c23)C1	-8%
C=CCOc1ccc(CNC2CCN(S(C)(=O)=O)CC2)cc1CC=C	-8%
CCCCCn1c(COc2ccc(C(C)(C)C)cc2)n[nH]c1=S	?
COCCN1CCCC2(CCN(C(=O)c3ccc(F)c(Cl)c3)C2)C1=O (centres undefined)	2%
CCc1nc2c(c(-c3ccc(OC)cc3)n1)CCN(C(=O)c1ccccc1)CC2	1%[6.33 µM]
CCOc1ccc(NC(=O)COc2ccc(-c3nnc4n3CCCC4)cc2)cc1	-1%
CCOc1ccc(C(=O)Nc2scc(-c3ccc(F)cc3)c2C(=O)OC)cc1	16%
Following part:
SMILES	12-LOX inh
Cc1ncoc1C(=O)N1CCCC1C(=O)Nc1cccc(-c2ccc(F)cc2)c1 (centres undefined)	-2%
COc1ccc(C(=O)Nc2oc3ccc(Cl)cc3c(=O)c2-c2ccc3c(c2)OCO3)cc1OC	-11%
COc1cccc(-c2nc3ccccc3c(=O)n2NC(=O)c2ccc(Cl)c(Cl)c2)c1	-23%
Cc1ccccc1[C@@H]1CN(C(=O)CCC(=O)NC2CCCC2)C[C@H]1C(=O)O	-16%
O=[S+]([O-])(c1cccs1)N1CCCC2(CC(c3ccccc3)=NO2)C1 (centres undefined)	6%[6.33 µM]
Cc1ccc2c(COC(=O)c3ccc4ccccc4c3)cc(=O)oc2c1	?
O=C(CC1COCCN1)N1CCC2(CCC(=O)N(CCCn3ccnc3)C2)CC1 (centres undefined)	?
CC(NC(=O)CCNC(=O)C12CC3CC(CC(C3)C1)C2)C1CC2CCC1C2 (centres undefined)	14%
C[C@H](O)c1c(-c2ccc(F)cc2)noc1C(=O)N1CCCC1	-6%[176 µM]
Cc1ccccc1CNC(=O)c1nn(C)c(=O)c2ccccc12	11%
CC(C)Oc1ccc(C(=O)N2Cc3cnn(Cc4ccc(F)cc4)c3C2)cc1	13%
CC(C)c1ccc(CC(=O)N2CCCc3ncc(C(=O)Nc4ccn(C)n4)cc32)cc1	11%[176 µM]
CNC1CCN(c2ccc(-c3nc(CCCc4ccccc4)no3)cn2)CC1	?
COc1ccc(Cl)cc1-n1nnc(C(=O)Nc2cc(C)ccc2C)c1C	6%
Cc1ccc(-n2c(C3CCN(C(=O)c4cc(F)ccc4F)CC3)n[nH]c2=O)cc1	?
O=c1n(-c2ccncc2)nc2n1CCN(Cc1ccccc1)C2	28%[176 µM]
CCOC(=O)C1=C(CN2CCN(C(=O)OCC)CC2)NC(=O)NC1c1ccc(OC)c(COC)c1 (centres undefined)	15%
CCn1c(-n2nc(C)cc2C)nc2c1c(=O)n(Cc1ccccc1F)c(=O)n2C	8%
CN(CC(=O)NC(=O)NCc1ccccc1)Cc1ccccc1	?
O=C(C1CCCC1)N1CCC2(CC1)CC(=O)N(c1ccccc1)c1ccccc1O2	85%[activator]
O=C(CC1CCN(C(=O)C2CCC2)C1)NC1CC1 (centres undefined)	41%[activator]
COc1ccc(C(=O)OCc2nc(N)c3ccccc3n2)cc1	4%
N#Cc1cccc(N2CCC3(CC(=O)NC3=O)C2)n1 (centres undefined)	-4%
O=C(NC1CCCC1)c1ccc(C(F)(F)F)cn1	?
Cn1cc(C(=O)NCC2CN(C(=O)c3ccccc3)CC23CN(c2ccccc2)C3)cn1 (centres undefined)	48%[activator][176 µM]

In the list so far, these contain two or more sulfur atoms.
SMILES	12-LOX inh
COc1ccc(-n2ccnc2SCC(=O)Nc2nc(C)cs2)c(OC)c1	1%
CCC1(N2CCN(S(=O)(=O)c3ccccc3Cl)CC2)CCN(S(C)(=O)=O)C1 (centres undefined)	17%
O=C1COCCN1C1CCN([S+](=O)([O-])c2cccs2)CC1	3%[6.33 µM]
O=[S+]([O-])(c1cccs1)N1CCCC2(CC(c3ccccc3)=NO2)C1 (centres undefined)	6%[6.33 µM]

Next part.
SMILES	12-LOX inh
CCc1sc(C(=O)N2CCCCC2C)cc1Br (centres undefined)	-29%
O=C(NCc1ccccc1)C1CCC(=O)N1C1CCN(C(=O)c2cc(F)ccc2F)CC1 (centres undefined)	23%
CC1(C(=O)N2CCc3ccccc3C2)CCOCC1	3%[12.5 µM]
CNc1cccnc1OC1CCN(S(=O)(=O)Cc2ccccc2)C1 (centres undefined)	46%
CNC(=O)CCn1ncc2cc(OC3CCc4cccc(-c5ccccc5F)c43)ccc21 (centres undefined)	-20%[176 µM]
Cc1ccc(-c2ccc(C(=O)O)cc2)cc1	-20%
Cc1onc(-c2c(F)cccc2Cl)c1C(=O)Nc1nnc(C(C)C)s1	33%
CC(=O)c1ccccc1NC(=O)C1(c2ccccc2)CC1	-44%
O=C(CCS(=O)(=O)C/C=C/c1ccccc1)Nc1ccc(F)cc1	5%
CCOc1ccc2nc(Nc3nc(C)cc(=O)[nH]3)nc(C)c2c1	-7%
Cc1nc(C)c(C(=O)N2CCC(Cc3nc(C4CC4)n[nH]3)CC2)s1	32%
C#CCNC(=O)c1cc(-c2ccc3c(c2)OCCO3)nc2ccccc12	?
COc1ccc2[nH]c(=O)c(CCC(=O)NCCCN3CCCC(C)C3)cc2c1 (centres undefined)	33%
CN(C)c1cc(CC2CC(=O)N(c3ccccc3)C2)ncn1 (centres undefined)	50%[activator]
CCC(C)NC(=O)COc1ccc2c(C)cc(=O)oc2c1 (centres undefined)	51%
CCc1nnc(NC(=O)C2(c3cccc(F)c3)CCCC2)s1	-18%
C[C@@H]1CNC[C@H]1c1nc(-c2ccncc2)no1	?
Cc1noc(C2CCCCCN2C(=O)Nc2ccccc2)n1 (centres undefined)	22%
NC(=O)NCc1ccc(C(=O)NCc2ccc(C(F)(F)F)cc2)cc1	1%
COc1ccc2nc(CO[C@H]3CN(Cc4cccc(OC)n4)C[C@H]3F)[nH]c2c1	43%[activator][176 µM]
O=C(NC1C[C@H]2CC[C@@H](C1)N2C(=O)C1CCC1)c1ccncc1 (some centres undefined)	25%
COc1ccc(CN(C)C2CCCN(CCc3ccccc3)C2)cc1F (centres undefined)	57%[activator]
COc1cccc(Nc2nc(-c3ccc(CNC(=O)C(C)(C)C)s3)cs2)c1	?
CN(Cc1ccccc1NC(=O)Cc1ccc(C(F)(F)F)cc1)C1CCCCC1	-15%
CCCn1nc(C)cc1-c1nn2c(-c3cccc(F)c3)nnc2s1	-18%
CN(C)S(=O)(=O)c1ccc(-c2nc(C#N)c(NCCCn3ccnc3)o2)cc1	51%[activator]

Some of the compounds tested; the hit share may differ from the screen's.
